# Screening results: PubChem, several laboratories
# Platelet DG rel – platelet dense granule release activity; hit rate 0.22% among 300,000; AID 1663; human platelet-rich plasma, SFLLRN dense granule ATP release, luminescence; inhibition, %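 (compounds screened at 7.5 µM in platelet-rich plasma)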;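 active means mean replicate score, as percent of positive control, at or above 50; inconclusive means mean below 50 but at least one replicate at or above 50; inactive means mean and every replicate below 50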
# TRPC4 potent – allosteric potentiators of mouse TRPC4 channel; Q9QUQ5; B-score at 10 µM; hit rate 0.42% among 310,000; AID 2227; HEK293 TRPC4beta/mu-opioid, DAMGO EC20, Fluo-4 Ca2+ flux; hits give high values;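 active means B-score of calcium response area above 5 SD of library B-scores, with initial fluorescence ratio within 5 SD of library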;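 further: B-score of integrated fluorescence ratio over time as area under calcium response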
# TRPC4 inh – TRPC4 (mouse) channel inhibition | Q9QUQ5 | HEK293 TRPC4beta/mu-opioid, DAMGO-evoked Fluo4 calcium flux; hits give low values | B-score at 10 µM | hit rate 0.39% among 300,000 | AID 2247;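 active means B-score over 3 SD under the library average, no early fluorescence shift, positive overall ratio signal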
#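 Signal: kinetic Fluo4 fluorescence imaging of calcium influx. Material: stable TRPC4beta/mu-opioid receptor HEK293 cells. Probe or stimulus: DAMGO in two steps, submaximal then maximal.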
# PolyA inh – blocks polyadenylation in yeast reporter cells | hit rate 0.02% among 300,000 | S. cerevisiae SKY197-pL101 polyadenylation reporter, beta-gal luminescence; efflux-impaired pdr1/pdr3 knockout yeast; score 100 = 6 SD above DMSO | AID 1875 | calls only at 12 µM;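 active means lowest replicate activity score at least 50, where 100 means six control SD above control mean; inconclusive means lowest score under 50 but half or more replicates reach 50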;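 further: yeast exposed to compound for 9 h at 30 °C; higher score means more reporter readthrough which indicates perturbed polyadenylation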
# KCNQ1 inh – blocks the human KCNQ1 potassium channel; P51787; CHO-K1 KCNQ1, FluxOR thallium flux fluorescence; hits give high values; B-score at 10 µM; hit rate 1.3% among 310,000; AID 2642;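 active means compounds whose thallium flux B-score, printed positive for inhibition, exceeds three library SD while starting fluorescence stays within three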;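 further: channel opened by potassium depolarization with thallium stimulus after 20 min compound exposure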
# hERG protect – shields human hERG channel from block by proarrhythmic agents; activation (rescue from dofetilide block), less the hit threshold, % at 10 µM; Q12809; CHO-hERG, FluxOR thallium flux, dofetilide IC70 present; hit rate 0.51% among 310,000; AID 1511;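 active means activation above the mean of controls blocked by dofetilide plus 5 SD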;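 further: thallium influx through hERG after potassium depolarization seen as dye fluorescence rise; in these data hits start at about 4.7%; inactives centre near -7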
# Target sequence (Q12809 whole entry, looked up): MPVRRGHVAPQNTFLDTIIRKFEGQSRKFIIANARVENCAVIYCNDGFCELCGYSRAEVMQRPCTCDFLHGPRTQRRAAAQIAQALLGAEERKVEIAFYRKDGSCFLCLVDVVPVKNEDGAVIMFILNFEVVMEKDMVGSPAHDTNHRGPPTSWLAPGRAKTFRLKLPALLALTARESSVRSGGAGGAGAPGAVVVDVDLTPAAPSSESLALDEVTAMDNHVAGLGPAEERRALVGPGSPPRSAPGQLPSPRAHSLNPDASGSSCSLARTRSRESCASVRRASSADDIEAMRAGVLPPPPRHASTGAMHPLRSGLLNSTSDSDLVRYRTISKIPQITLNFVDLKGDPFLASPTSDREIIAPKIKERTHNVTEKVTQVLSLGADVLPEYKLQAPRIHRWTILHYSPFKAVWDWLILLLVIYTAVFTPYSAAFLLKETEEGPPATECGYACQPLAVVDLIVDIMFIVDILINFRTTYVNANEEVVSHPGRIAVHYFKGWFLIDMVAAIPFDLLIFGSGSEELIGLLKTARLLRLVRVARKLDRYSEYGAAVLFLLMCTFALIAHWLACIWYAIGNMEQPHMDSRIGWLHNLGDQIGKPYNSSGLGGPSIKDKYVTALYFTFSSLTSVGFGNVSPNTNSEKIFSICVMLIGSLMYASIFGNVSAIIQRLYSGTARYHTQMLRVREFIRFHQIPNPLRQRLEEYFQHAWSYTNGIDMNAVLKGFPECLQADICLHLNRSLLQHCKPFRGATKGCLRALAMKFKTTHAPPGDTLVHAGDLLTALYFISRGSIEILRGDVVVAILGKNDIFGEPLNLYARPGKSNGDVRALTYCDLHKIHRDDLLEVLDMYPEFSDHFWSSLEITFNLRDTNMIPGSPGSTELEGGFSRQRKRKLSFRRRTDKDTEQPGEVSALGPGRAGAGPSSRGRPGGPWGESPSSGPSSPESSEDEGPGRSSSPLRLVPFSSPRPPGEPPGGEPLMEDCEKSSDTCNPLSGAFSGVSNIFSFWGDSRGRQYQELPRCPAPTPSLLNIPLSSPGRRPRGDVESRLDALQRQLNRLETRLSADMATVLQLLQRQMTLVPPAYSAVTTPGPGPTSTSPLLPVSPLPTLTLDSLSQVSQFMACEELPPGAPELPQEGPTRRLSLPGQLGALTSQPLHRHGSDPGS
# TRPC4 agonist – TRPC4 (mouse) channel activation; B-score at 10 µM; AID 2237; Q9QUQ5; hit rate 0.49% among 310,000; HEK293 TRPC4beta/mu-opioid, Fluo4 calcium fluorescence; hits give high values;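 active means B-score above 5 SD of library B-scores, and initial fluorescence ratio not above library mean plus 5 SD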;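 further: positive B-score marks a calcium rise read as TRPC4 activation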
#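 Technique: kinetic Fluo4 calcium fluorescence; Test system: TRPC4beta and mu-opioid receptor HEK293 stable cells; Measure: B-scored integrated calcium fluorescence ratio; Benchmarks: low control buffer alone, high control maximal DAMGO; Schedule: 45 min room-temperature Fluo4 loading, 110 s read.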
# KCNQ1 pot – human KCNQ1 channel potentiation or activation. AID 2648. P51787. hit rate 0.35% among 310,000. CHO-K1 KCNQ1, thallium flux FluxOR fluorescence; hits give high values. B-score at 10 µM;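 active means fluorescence ratio B-score, a plate-corrected score, at least three library SD, with initial intensity B-score within 5 SD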
#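 Assay system: CHO-K1 cells stably expressing KCNQ1. Medium: assay buffer for compound exposure, DMSO matched across wells. Timing: 37 °C overnight plating, 90-min dark dye load, 20-min compound pretreatment. Signal: kinetic FluxOR fluorescence, 10 s baseline plus 110 s post-stimulus.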
# KCNK3 block – human KCNK3 channel inhibition, primary screen; AID 602410; hit rate 0.84% among 340,000; O14649; CHO-KCNK3 thallium flux, FluxOR fluorescence; hits give low values; B-score at 10 µM;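 active means B-score under library mean minus 4 SD, starting fluorescence ratio at most library mean plus 5 SD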;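 further: more negative B-score means stronger inhibition of thallium flux through KCNK3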
# KCNK9 inh – inhibitors of human KCNK9 two-pore domain potassium channel. Q9NPC2. HEK293 KCNK9, FluxOR thallium flux fluorescence; hits give low values. B-score at 10 µM. hit rate 1.2% among 310,000. AID 488922;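 active means ratio B-score over 3 SD below the library mean, with starting fluorescence within 5 SD of its mean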;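 further: negative B-score means less thallium flux so channel inhibition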
# DYRK1A inh – Dyrk1A (rat) kinase inhibition; Q63470; ADP-Glo luminescence, NFATc1 peptide; inhibition, % at 12.5 µM; hit rate 0.43% among 310,000; in the data active means inhibition above about 50%;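 further: plate controls were vehicle with enzyme for no effect and no enzyme for full effect; many of its hits are not listed in these tables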
# * hit, by the source's call; i = inactive; ? = inconclusive; · = not tested or not shown.
# Sample of the layout:
SMILES | Platelet DG rel | TRPC4 potent | TRPC4 inh | PolyA inh | KCNQ1 inh | hERG protect | TRPC4 agonist | KCNQ1 pot | KCNK3 block | KCNK9 inh | DYRK1A inh
COc1cc2c(C(=O)NCc3ccccn3)cn(C)c(=O)c2cc1OC | 0 | i | i | i | i | -6 | i | i | i | i | 6
Cc1ccc(OCC(=O)Nc2ccc(S(=O)(=O)Nc3ccccn3)cc2)cc1 | 3 | i | i | i | i | 1 | i | i | i | i | 2
Cc1cc(N2CCCCCC2)nc2ccccc12 | -1 | i | -6* | i | i | -7 | i | i | i | i | 5
O=C(NN1C(=O)C2C3C=CC(O3)C2C1=O)c1ccncc1 (stereo unspecified) | 3 | i | i | i | i | -9 | i | i | i | i | 6

# All compounds of this part, previewed entries included:
SMILES | Platelet DG rel | TRPC4 potent | TRPC4 inh | PolyA inh | KCNQ1 inh | hERG protect | TRPC4 agonist | KCNQ1 pot | KCNK3 block | KCNK9 inh | DYRK1A inh
COc1cc2c(C(=O)NCc3ccccn3)cn(C)c(=O)c2cc1OC | 0 | i | i | i | i | -6 | i | i | i | i | 6
Cc1ccc(OCC(=O)Nc2ccc(S(=O)(=O)Nc3ccccn3)cc2)cc1 | 3 | i | i | i | i | 1 | i | i | i | i | 2
Cc1cc(N2CCCCCC2)nc2ccccc12 | -1 | i | -6* | i | i | -7 | i | i | i | i | 5
O=C(NN1C(=O)C2C3C=CC(O3)C2C1=O)c1ccncc1 (stereo unspecified) | 3 | i | i | i | i | -9 | i | i | i | i | 6
C/C(=N\NC(=O)c1ccc(NS(=O)(=O)c2cccs2)cc1)c1ccc2ccccc2c1 | ? | i | i | i | i | -9 | i | i | i | i | ·
COC(=O)c1ccc2c(=O)n(CCN3CCOCC3)c(SCC(=O)Nc3ccc(C)cc3)nc2c1 | -13 | i | i | i | i | -13 | i | i | i | i | 0
O=C(O)CC(C(=O)O)c1ccc(OCCCCOc2ccc(C(CC(=O)O)C(=O)O)cc2)cc1 (stereo unspecified) | 5 | i | i | i | i | -9 | i | i | i | i | 5
O=C(CCCCCl)Nc1c2c(nc3ccccc13)CCC2 | 2 | i | i | i | i | 3 | i | i | i | i | -2
Cc1ccc(-n2c(N)c(C(=O)N3CCCCC3)sc2=S)cc1 | -4 | i | i | i | i | -11 | i | i | i | i | 4
O/N=C/c1cn(-c2ccccc2)nn1 | -1 | i | i | i | i | -9 | i | i | i | i | 6
C=CCN(c1ccc(C(=O)NCCSc2ccccc2)cc1)S(C)(=O)=O | -5 | i | i | i | i | -7 | i | i | i | i | 9
CCOC(=O)C/C(N)=N/NC(=O)c1ccc(Cl)cc1Cl | -1 | i | i | i | i | -7 | i | i | i | i | -3
CC(C)(C)NC(=O)CSc1nncn1NCc1cccc2ccccc12 | -1 | i | i | · | i | -8 | i | i | i | i | -2
Cn1nnnc1SCC(=O)NCc1ccc2c(c1)OCO2 | 12 | i | i | i | i | -1 | i | i | i | i | -4
COc1cc(C(=O)Oc2ccc(C(=S)N3CCOCC3)cc2)cc(OC)c1OC | 7 | i | i | i | i | -10 | i | i | i | i | -1
Cn1nccc1C(=O)N1CCN(c2ccccc2F)CC1 | 8 | i | i | i | i | -6 | i | i | i | i | 0
CCN(Cc1cc2cc(C)ccc2[nH]c1=O)C(=O)c1cccc(OC)c1 | 7 | i | i | i | i | -13 | i | i | i | i | 0
COc1ccc(CNC(=O)c2cnccn2)cc1 | 3 | i | i | i | i | -6 | i | i | i | i | ·
CCOC(=O)c1ccc(NC(=O)CSc2nnc(C3CC3)n2CC)cc1 | 9 | i | i | i | i | -3 | i | i | i | i | 3
O=C(Cn1ncc2c1-c1ccccc1OC2)Nc1cccc(Cl)c1 | 0 | i | i | i | i | -10 | i | i | i | i | 2
COc1ccc(C(C(=O)NCc2ccccc2)N(Cc2ccc3c(c2)OCO3)C(=O)c2cnccn2)cc1 (stereo unspecified) | 0 | i | i | i | i | -8 | i | i | i | i | -5
CCCCNC(=O)N1CCCN(c2ccc(C#N)cn2)CC1 | -5 | i | i | i | i | -3 | i | i | i | i | -5
Cc1c(S(=O)(=O)Nc2ccc(Br)cc2)c(=O)n(C)c(=O)n1C | -2 | i | i | i | i | -4 | i | i | i | i | 1
CC1CCC2(CC1)NC(=O)N(CC(=O)NCc1ccc3c(c1)OCO3)C2=O (stereo unspecified) | -4 | i | i | i | i | -16 | i | i | i | i | -7
Cc1cc(C(=O)O)n(C(C)(C)C)n1 | -11 | i | i | i | i | -10 | i | i | i | i | 31
O=C(Nc1cccc(C(F)(F)F)c1)c1cccnc1NCCc1ccccc1 | 5 | i | i | i | i | -8 | i | i | i | i | -6
COc1cccc(CN2CCN(Cc3ccco3)CC2)c1 | 0 | i | i | i | i | -2 | i | i | i | i | -4
O=C(Cc1ccc(Br)cc1)NCc1ccccc1 | -9 | i | i | i | i | -7 | i | i | i | i | -1
Cc1nnc(NC(=O)C2CCN(c3nnnn3-c3ccccc3)CC2)s1 | 9 | i | i | i | i | -10 | i | i | i | i | 46
COc1ccc2c(c1)C(=O)C(=O)N2CCS(=O)(=O)c1ccccc1 | -2 | i | i | i | i | -10 | i | i | i | i | ·
CC(/C=C/c1ccccc1)=N/NC(=O)CCC(=O)Nc1ccccc1C | -1 | i | i | i | i | -6 | i | i | i | i | -2
Cc1ccc(NC(=O)CN(C)CC(=O)Nc2ccc(F)c(Cl)c2)cc1 | 1 | i | i | i | i | -8 | i | i | i | i | 21
CCCN(CCC)CCNC(=O)C1CCN(S(=O)(=O)c2cccc3nsnc23)CC1 | -1 | i | i | i | i | 0 | i | i | i | i | 8
CC(C)CCN(C(=O)CCSc1ccc(F)cc1)c1c(N)n(Cc2ccccc2)c(=O)[nH]c1=O | 0 | i | i | i | i | -14 | i | i | i | i | -5
Cc1ccc(NC(=O)N2CCC(C(=O)c3ccc(F)cc3)CC2)cc1 | 0 | i | i | i | i | -11 | i | i | i | i | 5
CCCCN1C(=O)C(O)(CC(=O)c2c(C)n[nH]c2C)c2cc(Br)ccc21 (stereo unspecified) | -9 | i | i | i | i | -13 | i | i | i | i | -4
Cc1ccccc1C(=O)Nc1ccnn1C1CCN(CC2CC=CCC2)CC1 (stereo unspecified) | 2 | i | i | i | i | 0 | i | i | i | i | 13
COc1ccc(NC(=O)c2cccc(N3C(=O)c4cccc([N+](=O)[O-])c4C3=O)c2)cc1 | 1 | i | i | i | i | -10 | i | i | i | i | 0
Cc1c(NC(=O)C(C)OC(=O)/C=C/c2ccccc2)c(=O)n(-c2ccccc2)n1C (stereo unspecified) | -4 | i | i | i | i | -9 | i | i | i | i | -5
CCOC(=O)CNc1nc2ccccc2n2c(C)nnc12 | 3 | i | i | i | i | -7 | i | i | i | i | -2
OCC1N=C(c2ccccn2)OC1c1ccccc1 (stereo unspecified) | -3 | i | i | i | i | -5 | i | i | i | i | 1
CCOc1ccc(NC(=O)Nc2ccc3c(c2)N(C)C(=O)CS3)cc1 | -2 | i | i | i | i | -6 | i | i | i | i | 6
S=c1[nH]nc(Cc2cccs2)n1-c1ccccc1Cl | 8 | i | i | i | i | -10 | i | i | i | i | -1
CCc1noc(C)c1C(=O)Nc1sc(C(=O)N(C)C)c(C)c1C(=O)OC | -1 | i | i | i | i | -2 | i | i | i | i | -1
O=C(NCCCO)c1ccc(CSc2nc3ccccc3[nH]2)cc1 | -1 | i | i | i | i | -12 | i | i | i | i | -3
CC(C)c1nnc(NC(=O)CCC(=O)NCCc2ccccc2)s1 | 0 | i | i | i | i | -5 | i | i | i | i | ·
O=C(CSc1nnnn1C1CCCCC1)NCc1ccccc1 | -2 | i | i | i | i | 4 | i | i | i | i | 3
CCOc1ccc(/C(CC)=N/NC(=O)C2(C)CC2(Br)Br)cc1 (stereo unspecified) | -12 | i | i | i | i | -11 | i | i | i | i | -6
COc1ccc(OC)c(NC(=O)CCn2cccc2)c1 | -1 | i | i | i | i | -7 | i | i | i | i | 11
O=C(COC(=O)CCCN1C(=O)c2ccccc2C1=O)Nc1cc(Cl)cc(Cl)c1 | -10 | i | i | i | i | -6 | i | i | i | i | -9
COc1cccc(C(=O)NCCS(=O)(=O)NCCc2ccccc2)c1 | 20 | i | i | i | i | -12 | i | i | i | i | ·
O=C(NCc1ccccc1)N(Cc1cc2cc3c(cc2[nH]c1=O)OCCO3)CC1CCCO1 (stereo unspecified) | -6 | i | i | i | i | -12 | i | i | i | i | 10
O=C(Cn1cnnn1)OCC(=O)c1ccc(Cl)s1 | 6 | i | i | · | i | -3 | i | i | i | i | 1
CCN(CC)S(=O)(=O)c1cc(NS(=O)(=O)c2cccc(Cl)c2Cl)ccc1C | -2 | i | i | i | i | -5 | i | i | i | i | 2
Cc1ccc(C2C3=C(CC(C)(C)CC3=O)NC3=C2C(=O)c2ccccc23)cc1 (stereo unspecified) | -3 | i | i | i | i | -4 | i | i | i | i | -7
C/C=C/c1ccc(OCCN2C(=O)NC(C)(C)C2=O)c(OC)c1 | -4 | i | i | i | i | -5 | i | i | i | i | -3
CC(C)CNc1nc(Oc2ccc(=O)[nH]n2)nc(N(C)C)n1 | -1 | i | i | i | i | -7 | i | i | i | i | 2
COc1ccc(OC)c(CN(CCN2CCOCC2)C(=O)Nc2cccc(Cl)c2)c1 | 9 | i | i | i | i | -9 | i | i | i | i | 3
Brc1cccc(-c2nnc(SCc3ccon3)n2-c2ccccc2)c1 | 2 | i | i | i | i | -9 | i | i | i | i | -4
O=C(NCc1ccccc1Br)C1CCCO1 (stereo unspecified) | -6 | i | i | i | i | -12 | i | i | i | i | -14

# More entries follow.
SMILES | Platelet DG rel | TRPC4 potent | TRPC4 inh | PolyA inh | KCNQ1 inh | hERG protect | TRPC4 agonist | KCNQ1 pot | KCNK3 block | KCNK9 inh | DYRK1A inh
Cn1c(Cn2c(=O)sc3ccccc32)nnc1SCc1cccnc1 | 4 | i | i | i | i | -5 | i | i | i | i | 5
C[C@H](NC(=O)OC(C)(C)C)c1nnc(SCC(=O)c2ccc(Cl)cc2)o1 | -1 | i | i | i | i | -13 | i | i | i | i | 1
O=C(c1cc2cc(Cl)ccc2[nH]1)N1CCCCC1 | 2 | i | i | i | i | -4 | i | i | i | i | -6
O=C(Nc1nc(-c2cccnc2)cs1)c1ccccc1Cl | -3 | i | i | i | i | 41* | i | i | i | i | -8

# This is a subset; the hit share may differ from the screen's.
